Screens as filed in PubChem.
Vif-A3G inh = qHTS for Inhibitors of Vif-A3G Interactions: qHTS; DNA dC->dU-editing enzyme APOBEC-3G (Homo sapiens), Q9HC16; HeLa A3G-eYFP + Vif (tagged APOBEC3G with the HIV-1 protein that degrades it), YFP fluorescence, overnight; Potency, µM (doses to about 46.1 µM), without a hit: at the top dose activity, negative = active, usual class: inhibitors; 410,000 compounds, 0.076% hits;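 also: potency is read from the fitted curve at half-maximal effect; % is scaled to controls: 0 for no effect and ±100 for the full control effect; nearly all actives have a fitted effect of over 60% in size; hits raise eYFP signal because A3G escapes Vif-driven loss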
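Read-out is eYFP fluorescence (Ex 488/Em 500-530) from Vif-expressing HeLa A3G-eYFP cells; more signal means A3G escaped Vif-mediated degradation. Cells plated overnight, compound pinned in, incubated overnight at 37 deg C.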
RXFP1 agonist = qHTS Assay for Agonists of the Relaxin Receptor RXFP1; HEK293T-RXFP1 cAMP TR-FRET, 30 min; response scale: percent of porcine relaxin response, buffer zero; Potency, µM (doses to about 57.5 µM), without a hit: top-dose activation, hits mostly activators; 370,000 compounds, 0.3% hits; AID 2676, 2010; also: potency is read from the fitted curve at half-maximal effect; % is scaled to controls: 0 for no effect and ±100 for the full control effect; nearly all actives have a fitted effect of over 60% in size; many of its hits are not listed in these tables
Target sequence (Q9HBX9 whole entry, looked up): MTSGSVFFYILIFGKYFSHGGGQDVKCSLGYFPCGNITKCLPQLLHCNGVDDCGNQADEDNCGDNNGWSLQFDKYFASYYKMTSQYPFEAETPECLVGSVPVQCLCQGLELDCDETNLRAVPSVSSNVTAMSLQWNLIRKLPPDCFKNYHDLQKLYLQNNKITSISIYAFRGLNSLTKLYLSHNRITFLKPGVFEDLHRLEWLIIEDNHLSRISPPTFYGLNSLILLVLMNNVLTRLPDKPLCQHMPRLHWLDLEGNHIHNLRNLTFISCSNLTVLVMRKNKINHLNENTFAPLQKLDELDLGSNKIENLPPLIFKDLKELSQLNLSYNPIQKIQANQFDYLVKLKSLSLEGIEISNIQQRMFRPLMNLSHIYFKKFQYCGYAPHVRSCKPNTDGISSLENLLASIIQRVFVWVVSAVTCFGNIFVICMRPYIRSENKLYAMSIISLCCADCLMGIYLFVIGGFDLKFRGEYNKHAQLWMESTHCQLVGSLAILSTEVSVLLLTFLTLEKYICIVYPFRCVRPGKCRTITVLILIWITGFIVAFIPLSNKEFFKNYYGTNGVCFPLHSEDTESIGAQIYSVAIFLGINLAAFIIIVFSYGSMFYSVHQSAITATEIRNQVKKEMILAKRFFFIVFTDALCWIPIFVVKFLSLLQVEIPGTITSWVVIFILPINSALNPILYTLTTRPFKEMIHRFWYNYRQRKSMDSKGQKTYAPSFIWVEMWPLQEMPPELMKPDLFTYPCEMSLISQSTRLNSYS
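HEK293T cells stably expressing RXFP1 were pretreated with the PDE4 inhibitor Ro 20174, exposed to compounds for 30 min at 37C, lysed, and cAMP was read by TR-FRET. Data normalized to buffer (basal) and 29 nM porcine relaxin (100%).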
D1 antag = Antagonist of Human D 1 Dopamine Receptor: qHTS; D(1A) dopamine receptor (Homo sapiens), P21728; HEK293 TREx D1 cells, calcium flux, dopamine EC80; active compounds read low; activity change, negative = inhibition, % at 10 µM; 360,000 compounds, 3.2% hits; in the data active = activity change below about -30%; also: % is scaled to controls: 0 for no effect and ±100 for the full control effect
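Using tetracycline-induced force-coupled D1 Hek293 cells and a calcium dye, signals were followed for 180 s after compound, then for 180 s after EC80 dopamine, to detect inhibitors.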
LDHA inh = qHTS assay for inhibitors of human lactate dehydrogenase; L-lactate dehydrogenase A chain (Homo sapiens), P00338; purified LDHA, NADH/diaphorase-resazurin fluorescence; active compounds read low; activity change, % (values are at about 110 or 230 µM); 480,000 compounds, 0.15% hits; in the data active = activity change below about -30%; inconclusive = mostly about -25% to -30%;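 also: plate controls were DMSO wells for no effect and wells without enzyme for full effect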
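LDH5 2 nM; NADH 0.06 mM, pyruvate 0.2 mM; 200 mM Tris pH 7.4, EDTA, Tween-20; 5 min RT. Detection: diaphorase 0.133 mg/mL + resazurin 37 µM, fluorescence ex540/em590 at 0 and 20 min; normalized to enzyme-free and DMSO wells.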
D1 potentiator = Potentiators of Human D1 Dopamine Receptor: qHTS; D(1A) dopamine receptor (Homo sapiens), P21728; HEK293 TREx D1 cells, calcium flux, dopamine EC20 potentiation; potentiation, % at 10 µM; 360,000 compounds, 0.036% hits; AID 504651, 2011; in the data active = potentiation above about 30%; also: 0% is about no effect
D1 ag = Allosteric Agonists of the Human D1 Dopamine Receptor: qHTS; D(1A) dopamine receptor (Homo sapiens), P21728; HEK293 T-REx D1 cells, calcium flux, agonist mode; activation, % at 2 µM; 360,000 compounds, 1% hits; in the data active = activation above about 30%; also: 0% is about no effect
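Tetracycline-induced HEK293 TREx D1 cells, force-coupled to calcium signalling, were dye-loaded with a no-wash calcium kit. Compound was pin-added after a 10 s baseline. Fluorescence was read kinetically at 1 cycle/s for 180 s, with calcium rises flagged as agonism.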
Glioma ERSR ind = qHTS for Inducers of the Endoplasmic Reticulum Stress Response (ERSR) in Human Glioma: qHTS | 420,000 compounds, 0.02% hits | Potency, µM, without a hit: top-dose activation, usual class: activators | U87-MG GRP78 promoter luciferase reporter, 16 h; also: potency is read from the fitted curve at half-maximal effect; series mostly up to about 76 µM; % of control where 0% means no effect; nearly all actives have a fitted effect of over 35% in size
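Stably transfected U87-MG glioma cells carrying a GRP78-based luciferase sensor; 16 h compound incubation. Luminescence end-point read 10 min after Bright-Glo addition at room temperature.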
D2 potentiator = HTS Assay for Positive Allosteric Modulators of the Human D2 Dopamine Receptor: Primary Screen for Potentiators; D(2) dopamine receptor (Homo sapiens), P14416; HEK293 T-REx D2, calcium flux, EC20 dopamine potentiation; potentiation, % at 10 µM; 340,000 compounds, 0.34% hits;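 active = potentiation over 3 SD above the plate norm, cut at about 30% in these data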; also: 0% is about no effect
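Tetracycline-induced Hek293 Trex D2 cells, force-coupled to calcium, loaded with no-wash calcium dye. Compound added with 180 s kinetic read for agonism, then EC20 dopamine and a further 180 s read for potentiation.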
Vif-A3F inh = qHTS for Inhibitors of Vif-A3F Interactions: qHTS | Potency, µM (titrated, usually from 46.1 µM), inactives show at the top dose activity, negative = active | HeLa A3F-eYFP + Vif (tagged APOBEC3F with the HIV-1 protein that degrades it), YFP fluorescence increase | 390,000 compounds, 0.2% hits | AID 602313, 2012; also: potency is read from the fitted curve at half-maximal effect; % of control where 0% means no effect; nearly all actives have a fitted effect of over 65% in size
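Fluorescence increase (Ex 488/Em 500-530) after overnight compound treatment at 37 deg C flags inhibition of Vif-driven A3F-eYFP loss in stable HeLa A3F-eYFP/Vif cells seeded overnight beforehand.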
An asterisk follows results filed as active; ? = inconclusive; nt = no result given; & = joins results of further samples. Unless noted, calls follow the shape of the dose curve; as a rule, active = well fitted curve in the direction sought with a large enough effect; inconclusive = small, poorly fitted or top-dose-only effect, or another doubt; inactive = no such curve, though single readings can be large; an effect the other way counts as inactive or inconclusive. Some of the compounds tested. The share of hits here may be higher or lower than overall.

smiles	LDHA inh	Vif-A3G inh	D1 antag	Vif-A3F inh	Glioma ERSR ind	RXFP1 agonist	D1 potentiator	D1 ag	D2 potentiator
CCOc1ccc(CNC(=S)Nc2ccccc2)cc1Cl	0	0%	-13	3%	1%	3.6%	-5	10	0
CC(C)c1ccc(NC(=O)NC2CCCCC2)cc1	-1	1%	-5	-5%	6%	-0.6%	-5	3	4
CCOC(=O)c1sc(NC(=O)COC(=O)CNC(=O)c2ccco2)c(C(=O)OCC)c1C	1	-7%	-16	-1%	-4%	1.0%	-5	4	16
CCCOc1ccccc1C(=O)N1CCC(c2nc3ccccc3s2)CC1	-7	0%	-9	3%	0%	-0.9%	0	1	10
CCn1c(C)c(C(C)=O)c(N2CCN(C(c3ccccc3)c3ccccc3)CC2)nc1=S	-6	0%	nt	-6%	-2%	5.3%	-7	3	5
COC(=O)c1ccc(NC(=O)CN2CCN(c3ccccc3C)CC2)cc1	3	-4%	8	7%	2%	-0.1%	-1	-1	-10
COc1ccc(CN(C)CC(=O)Nc2ccccc2C(=O)NC2CC2)cc1	-2	-9%	-11	4%	-7%	1.8%	1	0	3
O=Cc1ccc(OC(=O)c2cc(Cl)nc3ccccc23)cc1	-9	-1%	0	24%	0%	4.8%	-1	0	14
Cc1occc1C(=O)NCc1ccccc1F	-5	-2%	9	-7%	-3%	1.7%	2	3	10
COc1ccc(-c2[nH]ncc2C=O)cc1OC	-5	-1%	-20	7%	9%	2.1%	0	-2	-17
Cc1ccccc1C(=O)NNc1ncnc2c1cnn2-c1cccc(Cl)c1	-4	-7%	19	-10%	-5%	5.4%	2	-1	-6
COc1ccc(-c2cc(C)no2)cc1S(=O)(=O)NCc1ccc(OC(C)C)cc1	-1&-1	0%&6%	-24&-12	6%&4%	-2%&-2%	-1.2%&-0.3%	-3&-5	18&10	12&1
Brc1ccc(-c2cn3ccccc3n2)s1	0	-27%	15	1%	-11%	4.2%	-4	2	4
CCOC(=O)c1c(C)[nH]c(C(=O)COC(=O)/C=C/c2cccc(OC)c2OC)c1C	2	3%	-2	1%	-4%	1.6%	-1	4	1
Cc1nn(CC(=O)NCCCN2CCOCC2)c(C)c1[N+](=O)[O-]	2	2%	0	-6%	-4%	1.0%	0	4	9
COC(=O)c1cc(Sc2cccc(Cl)c2Cl)ccn1	0	-20%	10	-5%	-2%	1.9%	-1	2	-2
O=C(O)CCCc1nc(-c2ccccc2)no1	-6	-1%	-8	0%	-3%	0.3%	2	-2	-8
Cc1ccc(-c2cc(C(=O)N3CCCCCC3)no2)cc1	-4	-3%	-1	10%	-10%	1.8%	7	5	6
COc1ccccc1NC(=O)c1ccccc1NC(=O)c1cccs1	-11	-4%	7	0%	2%	-0.1%	4	2	6
Cc1c(C#N)c(NC(=O)c2cccc(Cl)c2)n(Cc2ccccc2)c1C	0	1%	-24	-12%	-3%	0.3%	-14	3	1

(more compounds)
smiles	LDHA inh	Vif-A3G inh	D1 antag	Vif-A3F inh	Glioma ERSR ind	RXFP1 agonist	D1 potentiator	D1 ag	D2 potentiator
CC1CCN(S(=O)(=O)c2ccc3c(c2)c(=O)c(C(=O)NCc2ccccc2Cl)cn3C)CC1	nt	nt	11	nt	nt	1.7%	1	2	-21
CC(C)OCCCNC(=O)CN1C(=O)COc2ccc(S(=O)(=O)N3CCCCCC3)cc21	-9&-4	-4%&0%	2&-11	-11%&4%	-4%&-2%	5.7%&2.5%	-4&2	1&0	-4&1
COc1ccc(NCc2cc3cc4c(cc3n(CC(=O)Nc3cc(C)ccc3C)c2=O)OCCO4)cc1	5	?	5	13µM*	-3%	0.0%	-1	3	-20
CCCOc1ccc(/C=C/C(=O)N2CCN(c3ccccn3)CC2)cc1	-4	0%	-5	-19%	0%	4.9%	-2	2	16
O=C(NCCc1c[nH]c2ccccc12)/C(=C/c1cccnc1)NC(=O)c1ccco1	-3	-4%	27	9%	-3%	-0.6%	-5	3	1
Cc1cc(S(=O)(=O)Nc2ccc(C(=O)NCCCn3ccnc3)cc2)ccc1F	-9	1%	-1	1%	-2%	-0.7%	-6	0	-5
O=C(CN1C(=O)CCC1=O)Nc1ccc(S(=O)(=O)N2CCOCC2)cc1	-4	0%	6	-9%	-1%	3.9%	-2	1	-8
COc1cc(C2C3=C(CC(C)(C)CC3=O)N(C)C3=C2C(=O)CC(C)(C)C3)cc(Br)c1O	11	3%	6	-36%	0%	-0.9%	3	4	-2
COC(=O)c1ccccc1NC(=O)COC(=O)c1ccc(C)c(NC(=O)c2ccco2)c1	1	-5%	-10	0%	-1%	3.7%	-8	1	-2
Cc1cccc(OCc2ccc(-c3nc(C#N)c(NCc4cccnc4)o3)o2)c1	5	0%	-12	-4%	-2%	1.7%	-1	5	-11
Cc1ccc(CC2CC(=O)N(c3ccc(Cl)cn3)C2=O)cc1 (centres undefined)	-13	-3%	-12	-3%	2%	3.1%	2	-1	8
CC(C)COc1ccc(-c2nn(-c3ccccc3)cc2C(=O)Nc2nccs2)cc1	0	0%	-4	-1%	4%	0.3%	8	3	5
CCc1ccc(C(=O)OCC(=O)NCC(F)(F)F)cc1	-3	0%	-2	-15%	6%	0.4%	-3	0	5
COc1ccc(C)cc1N(CC(=O)NC(C)c1ccccc1)S(C)(=O)=O (centres undefined)	-4	?	48	-2%	-3%	-0.7%	0	5	-12
C=CCNC(=O)Nc1cc(Cl)ccc1OC	-1	-6%	4	-6%	-4%	1.8%	-4	1	-13
COc1ccc(NC(=O)CN2C(=O)COc3ccc(S(=O)(=O)Nc4ccccc4)cc32)cc1	-1	-4%	-11	-5%	-2%	0.7%	2	2	-4
O=C(/C=C/NNC(=O)c1cccc(Br)c1)c1ccccc1	11	-9%	7	0%	6%	0.0%	6	3	-5
CS(=O)(=O)N(CCc1ccccc1)CC(=O)Nc1ccc(OCc2ccccc2)cc1	-6	-1%	-18	1%	-7%	-0.6%	-4	21	10
COc1ccccc1C(=O)N1CCCC(c2nc(-c3cc(OC)c(OC)c(OC)c3)no2)C1 (centres undefined)	-5	-4%	3	9%	1%	2.4%	-2	-1	7
COc1cccc(NC(=O)Cc2c(C(=O)O)[nH]c3ccccc23)c1	-18	0%	5	-6%	-2%	-0.1%	-4	4	6

The list continues:
smiles	LDHA inh	Vif-A3G inh	D1 antag	Vif-A3F inh	Glioma ERSR ind	RXFP1 agonist	D1 potentiator	D1 ag	D2 potentiator
COc1ccc(NC(=O)C2(S(=O)(=O)c3ccc(C)cc3)CC2)cc1OC	-1	-5%	4	3%	-3%	3.5%	nt	4	-2
CN1CCN(C(=S)c2cn(Cc3cccc(F)c3)c3ccccc23)CC1	-16	2%	20	-9%	0%	-2.9%	7	3	3
O=C(COc1ccc(Cl)cc1Cl)NCC(=O)N/N=C/c1c[nH]c2ccccc12	-6	-3%	5	-15%	1%	4.2%	7	0	7
CCC(C)(C)NC(=O)C(c1ccc(OC)cc1)N(C(=O)CCC(=O)Nc1cc(C)on1)c1cccc(F)c1 (centres undefined)	-1	4%	-15	-3%	-3%	-2.8%	-5	1	5
CC(=O)Nc1ccc(NC(=O)COc2cc(O)c3c(c2)OC(C)(C)CC3=O)cc1	-1	-4%	3	-1%	3%	1.3%	-3	4	-2
Cc1cc(OCC(=O)N(C(C)C)C(C)C)ccc1Cl	-4	3%	-18	1%	-1%	0.4%	-1	4	1
COc1cc2ccccc2cc1C(=O)NCC(c1cccs1)N(C)C (centres undefined)	-9	-2%	-21	1%	5%	-2.0%	-6	-1	-13
CC1(C)CC(=O)C=C(c2ccccc2-c2ccc(S(C)(=O)=O)cc2)C1=O	3	4%	nt	2%	-2%	nt	nt	nt	nt
CN(C(=O)COC(=O)CN1C(=O)C2CC=CCC2C1=O)c1ccccc1 (centres undefined)	-4	0%	-9	1%	-2%	1.3%	-3	2	nt
CC(NC(=O)C(=O)N1CCOCC1)C(c1cccs1)N1CCN(c2ccccc2)CC1 (centres undefined)	-7	2%	-4	1%	-3%	1.2%	2	5	-15
COc1ccc(CN2CN(C(C)C)CSC2=S)cc1	5	-3%	-2	-16%	-2%	2.9%	-2	2	3
C=CCN(c1ccccc1)S(=O)(=O)c1cccc(C(=O)Nc2ccc(N3CCOCC3)cc2)c1	3	0%	-1	3%	-3%	0.4%	-16	4	-16
C[C@@H]1CN([C@@H](C)CO)C(=O)c2cc(Br)cnc2O[C@@H]1CN(C)S(=O)(=O)c1ccc(F)cc1	-10	1%	nt	0%	-3%	nt	nt	nt	nt
Cc1ccc(NC(=O)c2nc[nH]c2C(=O)NCCCCCNC(=O)OC(C)(C)C)cc1	2	0%	nt	0%	-7%	0.5%	-5	1	-14
COc1ccc(CN(C)C(=O)c2ccc(NS(=O)(=O)c3ccc(F)cc3)cc2)c(OC)c1OC	-7	-2%	-24	-11%	-5%	1.2%	-7	1	3
CCOC(=O)CSC1=Nc2ccccc2C2=NC(CC(=O)NCc3ccc4c(c3)OCO4)C(=O)N12 (centres undefined)	-5	1%	4	-1%	-3%	3.0%	-2	1	11

2 compounds picked at random from the list so far, as already listed:
smiles	LDHA inh	Vif-A3G inh	D1 antag	Vif-A3F inh	Glioma ERSR ind	RXFP1 agonist	D1 potentiator	D1 ag	D2 potentiator
CCn1c(C)c(C(C)=O)c(N2CCN(C(c3ccccc3)c3ccccc3)CC2)nc1=S	-6	0%	nt	-6%	-2%	5.3%	-7	3	5
CCOC(=O)c1sc(NC(=O)COC(=O)CNC(=O)c2ccco2)c(C(=O)OCC)c1C	1	-7%	-16	-1%	-4%	1.0%	-5	4	16
